LGR2 inh: inhibitors of bursicon-induced LGR2 CRE-luciferase signal, primary screen, cell-based, HEK293, CRE-luciferase reporter, bursicon stimulation; 380,000 tested, 0.35% active; inhibition, % at 9.99 µM; AID 720647, 2013; bursicon-stimulated, 4 h;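 active means drop in luminescence signal, shown as inhibition above about 50% in the replicate tests, limit read from the data, passing the limit was not always enough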;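 further: agonist challenge used bursicon conditioned medium at about half maximal strength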
PGC1a acetyl inh: inhibitors of PGC1a acetylation signal, primary screen, cell-based, U2OS, AlphaScreen, inhibitor mode; AlphaScreen anti-acetyl-lysine; with virally co-expressed GCN5 acetyltransferase; inhibition, % at 15.6 µM; AID 651687, 2012; 350,000 tested, 0.17% active;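 active means every replicate shows inhibition of at least 40%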;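 further: 0% = neutral control wells and 100% = positive control wells; some results beyond the cut were filed as inactive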
C2C12 statin: suppressors of statin myotoxicity in C2C12 myotubes, primary screen, cell-based, single point, plate reader | C2C12 myotubes + simvastatin, ATP luminescence, 48 h; scaled: DMSO 0, geranylgeraniol control 100 | rescue of ATP level, % at 7.49 µM | 330,000 tested, 0.78% active | AID 602340, 2012;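 active means mean ATP rescue above about 67%, or every replicate alone reaching that limit, limit read from the data, passing the limit was not always enough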;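 further: myotubes were challenged with 10 µM simvastatin during compound exposure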
INS-1E GSIS act: GLuc luminescence reporter in INS-1E cells, primary screen for activators of glucose-dependent secretion of insulin; INS-1E GLuc reporter insulin secretion, 2-3 h; activation, % at 16.6 µM; 370,000 tested, 0.61% active;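 active means lowest replicate activation of at least 40%, so every replicate reaches that level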;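 further: 0% = median of neutral control wells and 100% = median of IBMX positive control wells; some compounds called inactive have numbers as strong as hits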
ARNT-TACC3 inh: disruptors of ARNT/TACC3 protein interaction, primary screen, biochemical, AlphaScreen, single concentration. inhibition, % at 9.99 µM. 390,000 tested, 0.66% active. AlphaScreen His-ARNT PAS-B/GST-TACC3 binding, luminescence; TACC3 fragment carries E629A point mutation;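 active means mean inhibition of replicates at least 50% and at least half of replicates each reaching 50%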;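 further: 0% = complete ARNT plus TACC3 wells and 100% = ARNT alone without TACC3; many hits fall short of the cut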
PglD DTNB: C. jejuni PglD acetyltransferase inhibitors, primary screen, biochemical, DTNB colorimetric, single point. AID 602405, 2012. 360,000 tested, 0.098% active. UDP-N-acetylbacillosamine N-acetyltransferase PglD (Campylobacter jejuni). purified PglD enzyme, DTNB colorimetric CoA detection. inhibition, % at 12.5 µM; in the data active means inhibition above about 16%, passing the limit was not always enough; further: strong numbers were not always called active
PAX8 reporter: inhibitors of PAX8-driven TPO luciferase reporter, primary screen, RMG-I cells, single concentration | SteadyGlo, 24 h | inhibition, % at 12.6 µM | 360,000 tested, 1.2% active;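 active means mean replicate inhibition at least 60% with every replicate also reaching 60%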;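 further: luciferase light reporting Pax8 driven TPO promoter activity; plate controls were median of neutral control wells for no effect and mitoxantrone controls for full effect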
Cneo AK release: Cryptococcus neoformans cell lysis inducers, primary screen, AK release luminescence, single concentration; C. neoformans lysis, adenylate kinase release luminescence, 4 h; normalised: neutral wells 0, clomiphene wells 100; lysis activity, % at 15 µM; 360,000 tested, 0.2% active; AID 651654, 2012;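 active means mean lysis activity across replicates of at least 80%, whatever share of replicates individually reach that level; inactive means mean lysis activity below 80%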
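Material: C. neoformans cells; Schedule: 4 h static compound exposure, 37 °C, read 1 h post-reagent; Measured by: adenylate kinase release luminescence; Read-out: signal increase indicating cell lysis; Controls: Clomiphene as positive lysis control.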
Active calls of the source: *; . = not tested or not shown; & = joins results of further samples. Outcome played no part in choosing rows. About 2.9% of those tested had a hit in this group.

SMILES | LGR2 inh | PGC1a acetyl inh | C2C12 statin | INS-1E GSIS act | ARNT-TACC3 inh | PglD DTNB | PAX8 reporter | Cneo AK release
CCCC(=O)Nc1ccc2c(c1)OC[C@H](C)N(C(C)=O)C[C@@H](C)[C@H](OC)CN(C)C2=O | 10.6 | . | 15.0 | 6.5 | -6.3 | 0.4 | 2.0 | 0.7
O=C(Cc1ccccc1)NC(Nc1ccccc1)C(Cl)(Cl)Cl (stereo unspecified) | . | -15.3 | -3.7 | . | -13.5 | 2.8 | . | 0.0
CO[C@H]1CN(C)C(=O)c2cc(NS(=O)(=O)Cc3ccccc3)ccc2OC[C@@H](C)NC[C@H]1C | 5.7 | -19.1 | 4.6 | -7.9 | 0.9 | -0.9 | -1.8 | 3.3
CCCCNc1cc(NC(C)=O)cc2cc(OC)c(OC)cc12 | . | 14.3 | -15.5 | . | 3.3 | 1.5 | . | 3.4
C=C(c1cn(C(C)=O)c2ccccc12)c1cn(C(C)=O)c2ccccc12 | -66.4 | -5.4 | -18.9 | -9.2 | -6.5 | -2.8 | 1.3 | -0.8
Cc1ccccc1OCC(=O)NCc1ccccc1 | -26.4 | . | . | 2.7 | -1.8 | . | -3.3 | .
N#C/C(=N\Nc1cccc(Cl)c1)C(=O)c1ccccc1 | . | -4.3 | -472.0 | . | 12.1 | 0.2 | . | -0.9
COc1ccc(S(=O)(=O)N(C)CC(=O)NCc2cccnc2)cc1C | . | 0.2 | 10.3 | . | -50.3 | -4.1 | . | -2.1
COc1cccc(NC(=O)CN(C)C(=O)c2ccc(-c3ccc(Cl)cc3)o2)c1 | -3.3 | -4.0 | 4.4 | -48.8 | 5.5 | -5.5 | -12.8 | -4.8
O=C(O)COC(=O)C1C(c2ccccc2)C(C(=O)O)C1c1ccccc1 (stereo unspecified) | 4.2 | 8.4 | 4.2 | -0.3 | -8.2 | -1.7 | -11.8 | -1.4
C[C@H]1CN([C@@H](C)CO)C(=O)c2cccc(NC(=O)c3ccc(-c4nccs4)cc3)c2O[C@H]1CN(C)C(=O)NC1CCCCC1 | 14.5 | 0.4 | -1.0 | 2.6 | -4.5 | 0.0 | . | -2.0
CCOC(=O)c1cccc(NC(=S)NCc2ccc(C)cc2)c1 | . | . | -0.4 | -23.3 | 0.5 | -0.8 | -1.6 | 16.6
CC(C)NC(=O)N(C)C[C@@H]1Oc2ccc(NC(=O)Nc3ccccc3)cc2C(=O)N([C@@H](C)CO)C[C@@H]1C | -13.1 | 0.3 | 1.4 | 17.9 | -4.0 | -1.1 | -9.4 | 9.4
CC(Cl)C(=O)NN=C(c1ccccc1)c1ccccc1 (stereo unspecified) | 11.8 | . | 6.2 | 16.9 | -2.5 | -0.3 | -11.9 | -1.6
O=C1c2ccccc2C(=O)C1c1ccc(O)cc1 | -16.2 | -0.5 | 7.1 | 6.1 | -6.0 | 1.1 | -34.0 | -4.6
Cc1cc(C)cc(NC(=O)C2CCCCN2S(=O)(=O)c2ccccc2)c1 (stereo unspecified) | 14.6 | . | 12.0 | -7.0 | . | 1.8 | -0.7 | -1.6
O=C(NC1CCCC1)N[C@H]1CC[C@@H](CC(=O)N2CCOCC2)O[C@@H]1CO | 10.5 | 0.2 | 1.3 | 27.8 | -4.4 | 2.4 | -12.1 | 0.3
CNC(=S)NCc1ccc(OC)cc1 | 1.8 | . | . | 15.7 | -0.4 | . | 4.1 | .
C[C@@H]1CN([C@@H](C)CO)C(=O)CCCn2cc(nn2)CO[C@@H]1CN(C)S(C)(=O)=O | 3.8 | -2.4 | -5.2 | 3.6 | . | . | . | .
COc1ccc2c(c1)c1nc3ccccc3nc1n2CCCN1C(=O)c2ccccc2C1=O | -7.3 | . | . | -8.2 | -39.4 | . | 16.9 | .
COc1cc(C2NC(=O)NC(C)=C2[N+](=O)[O-])cc(OC)c1OC (stereo unspecified) | -28.5 | 1.6 | 4.4 | -1.1 | -4.0 | 0.1 | -19.5 | 2.7
Cc1nc(-c2coc3c(CN(C)C)c(O)ccc3c2=O)cs1 | . | 8.0 | 3.8 | . | -4.2 | 7.8 | . | -0.5
CCc1nc2ccc(C(=O)NC3CCN(Cc4ccccc4)CC3)cn2c1N(CC)CCOC | -2.2 | 8.2 | -10.6 | 5.5 | . | 0.0 | -19.0 | 1.3
Cc1cccc(C)c1OCc1cc(C(=O)N2CC3C[C@@H]4CC2C[C@H](C3)C4)no1 | -66.0 | . | -1.1 | -3.2 | -6.5 | -0.6 | -189.9 | 1.1

Shown with each value named: part of the list above.
COc1cc(C2NC(=O)NC(C)=C2[N+](=O)[O-])cc(OC)c1OC (stereo unspecified)
  LGR2 inh: -28.5	PGC1a acetyl inh: 1.6	C2C12 statin: 4.4	INS-1E GSIS act: -1.1	ARNT-TACC3 inh: -4.0	PglD DTNB: 0.1	PAX8 reporter: -19.5	Cneo AK release: 2.7

COc1ccc2c(c1)c1nc3ccccc3nc1n2CCCN1C(=O)c2ccccc2C1=O
  LGR2 inh: -7.3	PGC1a acetyl inh: .	C2C12 statin: .	INS-1E GSIS act: -8.2	ARNT-TACC3 inh: -39.4	PglD DTNB: .	PAX8 reporter: 16.9	Cneo AK release: .

An excerpt from above in order of the ARNT-TACC3 inh value, smallest number first:
SMILES | LGR2 inh | PGC1a acetyl inh | INS-1E GSIS act | ARNT-TACC3 inh | PglD DTNB
COc1ccc2c(c1)c1nc3ccccc3nc1n2CCCN1C(=O)c2ccccc2C1=O | -7.3 | . | -8.2 | -39.4 | .
O=C1c2ccccc2C(=O)C1c1ccc(O)cc1 | -16.2 | -0.5 | 6.1 | -6.0 | 1.1
CNC(=S)NCc1ccc(OC)cc1 | 1.8 | . | 15.7 | -0.4 | .

Later entries
SMILES | LGR2 inh | PGC1a acetyl inh | C2C12 statin | INS-1E GSIS act | ARNT-TACC3 inh | PglD DTNB | PAX8 reporter | Cneo AK release
NS(=O)(=O)c1ccc(CCNC(=O)COC(=O)/C=C/c2ccc(OC(F)F)cc2)cc1 | 19.4 | 7.8 | -18.4 | 32.8 | 2.8 | 4.2 | -9.9 | -7.6
Cc1cc(C)c(S(=O)(=O)c2ccc(C(C)(C)C)cc2)c(Cl)n1 | 0.7 | -12.9 | 19.2 | -2.8 | -4.2 | 6.1 | -0.9 | -1.3
COc1ccc(OC)c(CN2CCN(C(=O)c3ccc(F)cc3)CC2)c1 | -11.4 | 2.4 | 6.3 | 0.6 | -5.2 | 1.7 | 4.0 | 1.7
O=C(COc1cc(Cl)c(Cl)cc1Cl)Nc1ccc([N+](=O)[O-])cc1Cl | 7.2 | . | -19.6 | 4.9 | -5.6 | 0.1 | -9.6 | -5.3
CO[C@@H]1CN(C)C(=O)c2cc(NS(=O)(=O)CC(F)(F)F)ccc2OC[C@@H](C)N(Cc2nccs2)C[C@@H]1C | -1.0 | -9.8 | -18.1 | 1.0 | 0.4 | -2.9 | . | -6.0
CCS(=O)(=O)c1nc2ccccc2n1Cc1ccccc1Cl | -10.9 | . | 2.1 | -24.8 | -18.2 | 1.3 | 30.3 | -2.0
O=C(O)c1nccnc1C(=O)Nc1ccc(Oc2c(Cl)cccc2Cl)nc1 | 8.9 | 0.5 | . | 6.8 | -8.1 | 4.8 | 4.7 | 2.0
O=C(c1c[nH]c2ccccc12)C(F)(F)F | -0.2 | 2.7 | -9.7 | -10.5 | 0.7 | -1.0 | 13.1 | -1.4
Cc1ccc(NC(=S)NCc2ccc(Cl)cc2)c(C)c1 | 8.2 | -14.8 | 8.3 | -33.5 | -0.1 | -0.3 | 25.1 | 54.5
COc1ccc(C(=O)NN2CCOCC2)cc1 | -11.8 | 4.6 | 1.1 | 8.6 | 2.0 | 0.8 | 1.4 | -1.7
O=C(C[C@H]1CC[C@@H]2[C@H](COC[C@H](O)CN2C(=O)Nc2ccc(Cl)cc2)O1)NC1Cc2ccccc2C1 | -38.6 | -2.6 | 10.7 | -15.8 | -27.4 | 6.0 | . | -6.0
Cc1ccccc1-c1ccc(C2[C@H]3CNC[C@@H]2N3S(=O)(=O)c2ccc(Cl)cc2)cc1 (stereo partly specified) | -6.8&-11.8 | -3.9&-7.2 | . | 2.8&14.5 | . | . | 14.4 | .
O=C(NCc1ccccc1)/C(=C/c1ccccc1)NC(=O)c1ccco1 | 1.6 | 1.0 | -6.5 | 9.3 | -14.3 | -1.2 | 7.9 | -1.3
CC(=O)NC1=NN(C(C)=O)C(C)(c2ccccc2)S1 (stereo unspecified) | 14.8 | 14.8 | . | -0.5 | -3.5 | . | . | .
COc1ccc(NC(=O)c2cccc(N3C(=O)C4CC=C(C)CC4C3=O)c2)c(OC)c1 (stereo unspecified) | 7.2 | -9.0 | 8.6 | 9.5 | 5.3 | -0.5 | -11.3 | -3.8
CC1(C)CC(=O)C(=Cc2cn(CCC#N)nc2-c2ccc(F)cc2)C(=O)C1 | 3.4 | . | 0.0 | -8.3 | -9.1 | 0.5 | -7.5 | -0.4
CC(C)NCC(O)COc1ccc2c(c1)CCC2 (stereo unspecified) | 5.3 | . | 1.5 | 9.1 | -3.5 | -5.4 | 5.4 | 3.5
COc1ccc(CN2C[C@H](C)[C@H](OC)CN(C)C(=O)c3cc(NC(C)=O)ccc3OC[C@@H]2C)cc1 | 6.9 | -3.7 | -10.3 | -4.9 | -6.6 | -1.0 | . | 3.8
CCOC(=O)CN=C1CC(C)(C)CC2=C1Sc1ncnc(N(C)C)c1N2 | 7.5 | -21.3 | 9.7 | 10.3 | 12.7 | 0.3 | . | 0.0
CC12CCC(CC1=O)C2(C)C (stereo unspecified) | 21.1 | 4.0 | 5.3 | -5.0 | -2.7 | -1.2 | . | 5.0
COc1ccccc1N1CC(C(=O)NCCC2=CCCCC2)CC1=O (stereo unspecified) | -23.8 | 7.2 | 5.0 | 12.5 | -2.7 | 0.4 | -12.3 | 1.0
CN1[C@@H]2c3ccc(C4=CCCC4)c(=O)n3C[C@@H]2[C@@H](CO)[C@@H]1C(=O)NCc1ccccc1F | 6.5 | . | 12.3 | 2.8 | 8.8 | -1.4 | . | -0.3
O=C(c1cccc(C(F)(F)F)c1)N1CCC2(CC1)NCCc1[nH]cnc12 | 1.8 | . | 25.9 | 10.1 | -5.6 | 2.7 | 2.8 | -0.4
C[C@H](CO)N1C[C@H](C)[C@@H](CN(C)C(=O)Nc2ccc(F)cc2)Oc2ccc(NC(=O)Cc3ccccc3)cc2C1=O | 14.1 | -7.0 | 5.5 | 16.1 | -4.3 | 3.5 | 4.3 | -0.9
CCCNC(=O)N1[C@@H](CO)[C@H](c2ccccc2)[C@@H]1CNC(=O)c1ccccc1 | -8.3 | 7.2 | 12.3 | -3.2 | 2.0 | -0.4 | 0.9 | -2.3
O=C(CCS(=O)(=O)c1cccc2nsnc12)NCc1ccccc1Cl | . | 2.1 | 0.9 | . | -13.7 | . | 0.3 | .
COc1ccc(C(CNC(=O)c2ccc(S(=O)(=O)Nc3ccccc3OC)cc2)N2CCCC2)cc1 (stereo unspecified) | 2.6 | . | -22.4 | -11.9 | 8.6 | -1.6 | 2.8 | 1.8
CCn1c(=O)c2sccc2n(Cc2ccc(C)cc2)c1=O | -15.7 | . | 6.9 | -1.1 | -9.4 | 9.5 | 6.0 | -0.1
CCn1c(C)c(C(=O)c2ccccc2)c(C#N)c1C(=O)O | -11.7 | 18.4 | 4.4 | 28.3 | -4.0 | 4.4 | -29.8 | 2.5
Cc1ccc(/C=N/NC(=O)Cn2cnc3ccccc32)cc1 | 10.8 | -4.0 | -2.2 | -8.0 | -1.7 | -5.0 | -0.6 | -1.3

Bioassay records: PubChem, Broad Institute
